Screens: PubChem, The Scripps Research Institute Molecular Screening Center
FBW7 activator: human FBW7 E3 ligase activation, primary screen; AlphaScreen FBW7–phospho-cyclin E peptide binding, activator screen; normalized activity (activation), % at 26.1 µM; actives 0.13% (n = 650,000); AID 1259310; in the data active means normalized activity above about 1.9%;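 further: purified mutant Fbw7 with reduced substrate affinity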
Target sequence (Q969H0 whole entry, looked up): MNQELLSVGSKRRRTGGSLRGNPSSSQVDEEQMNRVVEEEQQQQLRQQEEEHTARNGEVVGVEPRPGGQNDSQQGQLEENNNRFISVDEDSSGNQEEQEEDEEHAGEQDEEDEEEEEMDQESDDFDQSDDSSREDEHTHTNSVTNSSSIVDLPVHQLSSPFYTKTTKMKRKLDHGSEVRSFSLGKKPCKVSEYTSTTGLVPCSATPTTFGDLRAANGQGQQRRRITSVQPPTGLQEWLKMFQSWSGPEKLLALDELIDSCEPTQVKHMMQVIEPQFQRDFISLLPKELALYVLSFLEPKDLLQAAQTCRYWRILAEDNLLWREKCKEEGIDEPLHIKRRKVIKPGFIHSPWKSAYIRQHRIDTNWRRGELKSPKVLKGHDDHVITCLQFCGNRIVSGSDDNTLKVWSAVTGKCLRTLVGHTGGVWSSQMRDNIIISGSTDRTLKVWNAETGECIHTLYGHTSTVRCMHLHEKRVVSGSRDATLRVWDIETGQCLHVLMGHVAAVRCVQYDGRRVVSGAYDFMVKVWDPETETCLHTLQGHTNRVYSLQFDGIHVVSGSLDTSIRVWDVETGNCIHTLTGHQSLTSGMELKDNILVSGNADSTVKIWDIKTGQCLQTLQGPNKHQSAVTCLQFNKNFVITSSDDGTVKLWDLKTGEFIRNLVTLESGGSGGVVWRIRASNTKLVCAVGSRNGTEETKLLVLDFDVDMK
GPR151 activ: human GPR151 activation. PathHunter beta-arrestin GPR151 cells, luminescence. actives 1% (n = 650,000). AID 1508602. activation, % at 11.2 µM. Q8TDV0; in the data active means activation above about 4.9%;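 further: 0% = median of compound wells and 100% = cells with positive control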
Target sequence (Q8TDV0 whole entry, looked up): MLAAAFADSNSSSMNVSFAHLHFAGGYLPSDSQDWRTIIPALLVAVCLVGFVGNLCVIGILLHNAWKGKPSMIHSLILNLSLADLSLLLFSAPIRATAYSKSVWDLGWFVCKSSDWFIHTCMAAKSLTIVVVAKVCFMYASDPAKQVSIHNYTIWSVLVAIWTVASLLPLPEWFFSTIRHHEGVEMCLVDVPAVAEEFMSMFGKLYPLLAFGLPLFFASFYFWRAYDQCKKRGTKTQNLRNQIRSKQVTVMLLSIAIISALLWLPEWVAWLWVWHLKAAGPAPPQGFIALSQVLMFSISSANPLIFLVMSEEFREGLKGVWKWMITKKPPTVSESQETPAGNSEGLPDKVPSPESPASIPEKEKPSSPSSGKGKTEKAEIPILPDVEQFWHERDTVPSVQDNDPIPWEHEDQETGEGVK
TEAD-YAP block: TEAD-YAP interaction inhibition. HEK-TIYL cells, TEAD-Gal4/YAP UAS-luciferase luminescence. inhibition, % at 9.12 µM. actives 1.4% (n = 640,000). AID 1259422; in the data active means inhibition above about 32%;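 further: 0% = median of test compound wells and 100% = reference inhibitor wells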
MITF inh: inhibitors of human MITF; O75030; AlphaScreen MITF homodimerization, bead proximity signal; inhibition, % at 2.6 µM; actives 0.91% (n = 650,000); AID 1259374; in the data active means inhibition above about 50%;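 further: 0% = vehicle wells with protein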
* hit, by the source's call. An unsorted share of the library. About 3.5% of those tested had a hit in this group.

SMILES | FBW7 activator | GPR151 activ | TEAD-YAP block | MITF inh
CCOc1nc(N)c(C#N)c(-c2ccccc2OC)c1C#N | 0.2 | -1.0 | -1 | 9
O=C(C1CCN(Cc2ccccc2)CC1)N1CCN(C/C=C/c2ccccc2)CC1 | 0.1 | 2.4 | 17 | 60*
Fc1ccc(NC(=S)NC23CN4CN(CN(C4)C2)C3)cc1 | -0.1 | -1.3 | 0 | -4
Cc1cccc(N=c2ssc3c2-c2cc(C)c(C)cc2NC3(C)C)c1 | -0.1 | 1.6 | 3 | 0
CC(Oc1cccc(Cl)c1)C(=O)NN (centres undefined) | 0.1 | 0.7 | 0 | -7
Cc1cc2c(Nc3ccc(C)c(F)c3)ncnc2s1 | 0.0 | 0.1 | -35 | 5
COC(=O)C1=C(CN2CCCC2)NC(=O)NC1c1cc(C)ccc1C (centres undefined) | 0.0 | -1.6 | 5 | 14
COc1ccc(N2CCN(C(=O)c3sc4ncn(CC(=O)N5CCCCC5C)c(=O)c4c3C)CC2)cc1 (centres undefined) | 0.1 | 0.6 | -3 | -3
O=C1CCCN1CCCNc1nc(Nc2cnccn2)nc2c1ncn2-c1ccsc1 | 0.1 | -0.6 | 75* | 4
Cc1noc(C)c1C(=O)N1CCCC(C(=O)Nc2cccc(-c3ccc(F)cc3)c2)C1 (centres undefined) | -0.1 | -0.4 | -1 | 13
COc1ccc(C(C)n2c(C)c3c(C)nnc(C)c3c2C)cc1 (centres undefined) | 0.8 | 11* | -13 | -10
Cc1sc2ncnc(N/N=C/c3cccs3)c2c1C | -0.8 | 0.3 | -14 | 15
CCCC(=O)Nc1ccc2c(c1)N(C(=O)C1CCCO1)CC2 (centres undefined) | 0.2 | -0.7 | 7 | -4
COc1ccc(C(=O)c2ccco2)cc1 | 0.1 | 1.1 | -25 | 13
COc1ccc(NC2=C(Cl)C(=O)N(c3cccc(C)c3C)C2=O)c(OC)c1 | -0.4 | 0.0 | 27 | 12
CCN(CC)c1ccc(C2C(C(=O)OCCOC)=C(C)NC3=C2C(=O)CC(C)(C)C3)cc1 (centres undefined) | 0.0 | -0.4 | 0 | -8
COc1cccc(C2CC(c3cccs3)=NN2C(=O)CSc2nnc(CNC(=O)c3cccs3)n2Cc2ccccc2)c1OC (centres undefined) | -0.1 | -1.5 | 3 | 5
CCCCn1nnnc1SCC(=O)N(CC)CC | 0.0 | 0.1 | -8 | -6
COc1cccc(-c2cn3c4c(=O)n(C)c(=O)n(C)c4nc3n2-c2ccc(C)c(C)c2)c1 | 0.2 | -0.9 | -5 | -5
Cc1cc(NCCCN2CCCC2=O)nc(Nc2ncccn2)n1 | 0.4 | -1.1 | -3 | -4
Cc1cccc(C)c1NC(=O)CSc1nnc(CN2CCOCC2)n1C | -0.1 | -0.1 | 8 | 18
Cc1ccc(C(=O)Nc2sc(Cc3ccc4c(c3)OCO4)c(C)c2C(N)=O)cc1 | 0.2 | -0.2 | 8 | 3
COc1cccc2c(=O)cc(C)n(CC(=O)Nc3ccc(C)cc3)c12 | -0.1 | 3.5 | -2 | 5
Cc1nc2c(ccc3nc(NC(=O)c4ccccc4Cl)sc32)s1 | -0.1 | -0.3 | -43 | -3
CCOC(=O)COc1ccc(/C=C2\Oc3cc(OC)ccc3C2=O)cc1 | 0.6 | 1.0 | 2 | 1

Next section.
SMILES | FBW7 activator | GPR151 activ | TEAD-YAP block | MITF inh
OC1(c2cccnc2)CCN(Cc2ccc3c(c2)CN(CC2CC=CCC2)CCO3)CC1 (centres undefined) | 0.0 | 0.2 | 3 | 1
COc1ccc(OC)c(NC(=O)c2cc(S(=O)(=O)NCCC3=CCCCC3)ccc2F)c1 | 0.0 | 1.2 | -1 | 9
NCCCC[C@@H]1NC(=O)[C@H]2CN(C(=O)c3ccccc3Cl)CCN2C1=O | 0.8 | 0.0 | 2 | 15
O=c1[nH]c(/C=C/c2ccccc2)nc(O)c1[N+](=O)[O-] | 0.5 | 0.4 | 16 | 13
Cc1nn(C(=O)c2ccc(F)cc2)c(C)c1Cl | 0.1 | 0.7 | 10 | 8
Cc1cccc(-c2nc3cc(NC(=O)c4cccc(F)c4)ccc3o2)c1 | 0.1 | 0.3 | 12 | 8
O=CNC(c1ccccc1)c1ccc(Cl)cc1Cl (centres undefined) | -0.1 | 9.9* | 6 | -36
CCc1cc(=O)[nH]c(SCC(=O)NC(C)(C)C)n1 | 0.3 | -0.7 | 9 | -7
CC(=O)Oc1ccccc1C(=O)NC1CCN2CCCc3cccc1c32 (centres undefined) | -0.1 | 1.9 | -6 | 2
O=C(O)CCN1N=C(c2ccccc2)Cn2c(cc3sccc32)C1=O | 0.0 | -0.5 | -2 | -8
O=C(c1ccco1)c1coc2ccc(O)cc12 | 0.6 | -5.0 | -42 | 9
O=C(c1cc(-c2ccc(Cl)cc2)nc2ccccc12)N1CCN(c2ccc([N+](=O)[O-])cc2)CC1 | -0.1 | -0.2 | 3 | -8
Cc1ccc(NC(=O)C2C3NC(=S)N(CCc4ccccc4)C2(C)Oc2ccccc23)c(C)c1 (centres undefined) | 0.0 | 1.6 | 8 | 21
COc1ccc(C)cc1N(C)C(=O)Cc1noc2ccc(C)cc12 | 0.1 | -1.9 | 18 | 0
COc1ccc(S(=O)(=O)N2CC3c4ccccc4CCN3C2c2cn[nH]c2-c2ccc(F)cc2)c2cccnc12 (centres undefined) | -0.1 | -0.2 | 9 | 5
COc1ccccc1C(=O)NCc1nnc(SCC(=O)N2N=C(c3cccs3)CC2c2ccc(C)cc2)n1Cc1ccccc1 (centres undefined) | 0.4 | 0.3 | -14 | 19
Cc1cccc(N(C)S(=O)(=O)c2ccc(-n3cccn3)cc2)c1 | 0.7 | -0.1 | 2 | 3
CCNC(=O)c1cc2c(=O)n3cccc(C)c3nc2n1C | -0.1 | 3.3 | 4 | 8
CCc1ccc(-n2c(C)nc3cc(C(=O)NC4CCCCCC4)ccc32)cc1 | 0.4 | -0.9 | 5 | 17
COc1ccc(CSc2nc3sc4c(c3c(=O)n2-c2ccccc2)CCN(Cc2ccccc2)C4)cc1 | 0.0 | -2.1 | 4 | 8
COc1cc(/C=C(\C#N)C(=O)Nc2sc3c(c2C(N)=O)CCCC3)cc(OC)c1OC | 1.3 | -0.5 | 9 | 23
COc1ccc(CNC(=O)C2(c3cccs3)CCOCC2)cc1 | 0.1 | -0.4 | -5 | -6
Clc1ccc(OCc2ccccc2)c(/C=N/n2cnnc2)c1 | 0.3 | -0.6 | -14 | 0
CCOC(=O)c1c(NC(=O)C2COc3ccccc3O2)sc2c1CCC2 (centres undefined) | 0.1 | -0.2 | 0 | 4
Cn1c(SCc2nc3ccccc3s2)nnc1-c1cccnc1 | 0.2 | -1.9 | -30 | 16

One compound at a time (already shown). Order of values: FBW7 activator | GPR151 activ | TEAD-YAP block | MITF inh
CCNC(=O)c1cc2c(=O)n3cccc(C)c3nc2n1C is listed as -0.1 | 3.3 | 4 | 8
COc1ccccc1C(=O)NCc1nnc(SCC(=O)N2N=C(c3cccs3)CC2c2ccc(C)cc2)n1Cc1ccccc1 (centres undefined) is listed as 0.4 | 0.3 | -14 | 19
Clc1ccc(OCc2ccccc2)c(/C=N/n2cnnc2)c1 is listed as 0.3 | -0.6 | -14 | 0
COc1ccc(OC)c(NC(=O)c2cc(S(=O)(=O)NCCC3=CCCCC3)ccc2F)c1 is listed as 0.0 | 1.2 | -1 | 9
COc1ccc(S(=O)(=O)N2CC3c4ccccc4CCN3C2c2cn[nH]c2-c2ccc(F)cc2)c2cccnc12 (centres undefined) is listed as -0.1 | -0.2 | 9 | 5

New compounds follow
SMILES | FBW7 activator | GPR151 activ | TEAD-YAP block | MITF inh
Cn1c(O)c(N=Nc2ccc(C(F)(F)F)cc2)c(=O)n(C)c1=O | 0.0 | -2.1 | -4 | 3
COc1ccc(N2C3=C(CC4=C2CC(C)(C)CC4=O)C(=O)CC(C)(C)C3)cc1 | -0.2 | 0.3 | 1 | 10
O=C(OCc1ccccc1)C1=[N+]([O-])OC(C(=O)OCc2ccccc2)C1c1c[nH]c2ccccc12 (centres undefined) | 0.0 | -1.5 | -1 | 20
CC(=O)Nc1ccc(NC(=O)CCCSc2ccc(Cl)cc2)cc1 | -0.2 | 0.6 | 2 | -8
O=C(CCC1CCCN(C(=O)CC2CCCCC2)C1)N1CCN(c2ccccn2)CC1 (centres undefined) | -0.1 | 0.5 | 2 | 2
CCN(C(=O)CSc1nc2ccccc2c(=O)n1-c1ccc2c(c1)OCO2)c1cccc(C)c1 | -0.2 | 0.7 | 9 | 5
N=c1oc2ccc3ccccc3c2cc1-c1nnc2n1CCCCC2 | -0.1 | 1.2 | 0 | -4
O=C1CCC(CCC(=O)N2CCCC(OCc3ccccc3)C2)(Cc2cccs2)N1 (centres undefined) | 0.7 | -0.5 | 2 | -6
Brc1ccc(CN2CCN(Cc3ccc4c(c3)OCO4)CC2)s1 | -0.3 | -0.8 | 9 | 41
CC(C)(C)c1ccc(C2C(C#N)=C(N)N(c3cc(C(F)(F)F)ccc3Cl)C3=C2C(=O)CCC3)s1 (centres undefined) | -0.2 | -1.2 | -4 | -2
N#Cc1ccc(-c2cccs2)nc1SCC(=O)c1ccc(Cl)cc1 | 0.0 | -1.0 | 0 | -3
Cc1cnc(N2CCCC2CO)nc1NCc1cccc(C(F)(F)F)c1 (centres undefined) | 0.1 | -0.2 | 14 | 5
COc1ccc(CNc2ncnc3c2cnn3C)cc1 | -0.1 | -1.1 | -7 | -2
C/C(=N\NC(=O)COc1cccc(Br)c1)c1ccc2ccccc2c1O | 0.1 | 0.5 | -8 | -15
Brc1cccc(CN2CCN(Cc3cccnc3)CC2)c1 | -0.2 | 0.5 | -1 | 78*
CCCCSc1nc2c(c(=O)[nH]1)C(c1ccc(C)o1)C1=C(CCCC1=O)N2 (centres undefined) | -0.1 | -0.6 | 3 | -6
CC(C)[C@@H]1NC(=O)[C@H]2CN(C(=O)Oc3ccccc3)CCN2C1=O | 0.0 | 2.6 | -1 | 7
c1cncc(N=c2scc(-c3cccs3)n2CCCn2ccnc2)c1 | -0.2 | -1.7 | 27 | 3
CC1CCN(Cc2c(O)ccc3cc(-c4nc5ccccc5s4)c(=O)oc23)CC1 | 0.7 | -1.7 | 9 | 6
CCCCc1ccc(-c2csc(/C(C#N)=C\c3ccc(OC)cc3)n2)cc1 | 0.1 | 2.1 | -9 | 3
O=C(Nc1cc(C(F)(F)F)ccc1Cl)c1ccccn1 | -0.2 | 1.9 | -4 | -2
CC1CC(C)CN(S(=O)(=O)c2ccc(NS(C)(=O)=O)cc2)C1 (centres undefined) | -0.2 | -1.3 | -7 | 4
CC(C)COc1ccc(/C=C/C(=O)O)cc1 | -0.2 | -4.3 | -30 | -5
CC(C)OC(=O)/C(=C/c1ccc(Br)cc1)NC(=O)c1ccco1 | 0.1 | 0.8 | -1 | 9
CC(=O)CN(c1ccc2c3c(cccc13)CC2)S(C)(=O)=O | -0.2 | -1.2 | -6 | 1

Next part.
SMILES | FBW7 activator | GPR151 activ | TEAD-YAP block | MITF inh
CSCCC(C(=O)N(C)Cc1ccc(OC(F)F)cc1)N1C(=O)c2ccccc2C1=O (centres undefined) | 0.1 | 1.0 | 4 | 10
c1ccc2c(-c3nc4c5c6c(sc5ncn4n3)CCCCC6)cccc2c1 | 0.1 | -1.3 | 6 | -2
O=[N+]([O-])c1ccc(S(=O)(=O)NCCSCc2ccco2)cc1 | -0.2 | 0.7 | 6 | 5
N#C/C(=C\c1cccnc1)c1nc2cc(C(F)(F)F)ccc2s1 | 0.0 | 1.9 | 6 | -7
Cn1c(C(=O)NCc2ccccc2)cc2sc(Cl)cc21 | -0.1 | 1.3 | -14 | 9
O=C(NC(=S)Nc1ccc(-c2nc3ccccc3[nH]2)cc1)c1ccc(F)cc1 | 0.7 | 0.2 | -40 | 6
Cc1ccc(S(=O)(=O)NC(=O)OCCNc2ncnc(N)c2[N+](=O)[O-])cc1 | -0.1 | 0.2 | 1 | 0
O=C(COC(=O)c1ccccc1O)c1ccccc1 | 0.1 | -1.1 | -31 | 6
Nc1ncnc(Oc2ccc(F)cc2)c1[N+](=O)[O-] | 0.1 | 0.2 | 15 | 4
CCOC(=O)c1c(NC(=O)C(Sc2ccccc2)c2ccccc2)sc2c1CCCC2 (centres undefined) | -0.1 | 2.5 | 3 | 1
CCOC(=O)c1c(NC(=O)c2cccnc2Cl)sc2c1CCC(CC)C2 (centres undefined) | -0.1 | -1.1 | -1 | -3
Cc1ccc(S(=O)(=O)Nc2ccc(Br)cc2CNc2nc3ccccc3n2C)cc1 | 0.2 | -1.3 | -5 | -10
O=C1CCC(=O)N1c1cccc2ccccc12 | 0.2 | -0.2 | 1 | 15
CC(C)OC(=O)C1CC=CCC1C(=O)N1C=Cc2ccccc2C1C#N (centres undefined) | -0.1 | -0.4 | 16 | 1
COc1ccc(CCNC(=O)c2cc3c(C)nc4ccccc4c3o2)cc1OC | -0.1 | -0.4 | 9 | 2
O=C1CCN(c2ccccc2Br)N1 | 0.2 | -1.2 | 2 | 6
CCNc1nc(NCC)n2c(SCC(=O)Nc3cc(Cl)ccc3C#N)nnc2n1 | 0.0 | -1.3 | 4 | 3
COc1ccc(C2Nc3ccccc3C(=O)N2Cc2ccccc2)cc1CN1CCOCC1 (centres undefined) | -0.3 | -1.0 | 3 | -2
O=C(Nc1ccnn1C1CCN(C2CSCCSC2)CC1)C1CCCC1 | 0.0 | 3.0 | -3 | 8

An excerpt from above, showing only FBW7 activator and TEAD-YAP block.
| molecule | FBW7 activator | TEAD-YAP block |
| --- | --- | --- |
| Cc1ccc(S(=O)(=O)Nc2ccc(Br)cc2CNc2nc3ccccc3n2C)cc1 | 0.2 | -5 |
| O=C1CCC(=O)N1c1cccc2ccccc12 | 0.2 | 1 |
| CC(C)OC(=O)C1CC=CCC1C(=O)N1C=Cc2ccccc2C1C#N (centres undefined) | -0.1 | 16 |
| COc1ccc(CCNC(=O)c2cc3c(C)nc4ccccc4c3o2)cc1OC | -0.1 | 9 |
